S100A4 inh HTS = inhibitors of human S100A4 binding to myosin IIA peptide. AID 652163. S100A4/TAMRA-MyoIIA peptide fluorescence polarization. actives 0.14% (n = 360,000). inhibition, % at 10.7 µM;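 active = mean inhibition of at least 70% across replicates, with every replicate also reaching that level; inconclusive = mean inhibition reaches 70% but some replicates fall short; inactive = mean inhibition below 70%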
Target sequence (P26447 whole entry, looked up): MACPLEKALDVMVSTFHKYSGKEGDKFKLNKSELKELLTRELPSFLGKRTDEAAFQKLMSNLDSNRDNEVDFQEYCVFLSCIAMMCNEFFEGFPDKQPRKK
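Assay system: human S100A4 monomer with TAMRA-labelled myosin IIA peptide / Buffer or medium: Calcium-containing HEPES buffer, pH 7.2 / Reagent: TAMRA-labelled myosin IIA heavy-chain peptide probe, 5 nM / Compound: one dose per compound / Timing: polarization read 5 min after assay mix addition, stable 5–60 min / Benchmarks: neutral control DMSO, positive control TFP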
LGR2 antag = Drosophila LGR2 receptor signaling inhibition | HEK293 LGR2, CRE-luciferase, bursicon-stimulated, 4 h | inhibition, % at 9.99 µM | actives 0.35% (n = 380,000) | AID 720647;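 active = drop in luminescence signal, shown as inhibition above about 50% in the replicate tests, limit read from the data, passing the limit was not always enough; inconclusive = probably only some replicates passing the limit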;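 also: agonist challenge used bursicon conditioned medium at about half maximal strength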
PGC1a acetyl inh = PGC1a acetylation modulation, inhibitor mode | actives 0.17% (n = 350,000) | U2OS PGC1a acetylation, AlphaScreen anti-acetyl-lysine; with virally co-expressed GCN5 acetyltransferase | inhibition, % at 15.6 µM;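 active = every replicate shows inhibition of at least 40%; inconclusive = mean inhibition at least 40% but some replicate below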;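 also: 0% = neutral control wells and 100% = positive control wells; some results beyond the cut were filed as inactive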
PAX8 reporter = lowers PAX8-driven luciferase in RMG-I cells | RMG-I TPO-luciferase reporter, SteadyGlo, 24 h | inhibition, % at 12.6 µM | actives 1.2% (n = 360,000);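 active = mean replicate inhibition at least 60% with every replicate also reaching 60%; inconclusive = only one of the two criteria is met; inactive = mean below 60% and not all replicates reaching 60%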;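 also: luciferase light reporting Pax8 driven TPO promoter activity; plate controls were median of neutral control wells for no effect and mitoxantrone controls for full effect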
EWS-Fli block = blocks EWS/Fli oncoprotein-driven transcription; A673 NR0B1-luciferase reporter, viability-normalised; inhibition, % at 12.6 µM; actives 0.67% (n = 350,000); AID 651661;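 active = mean inhibition of at least 50% after viability correction, with every replicate also passing that limit; inconclusive = mean reaches 50% but only one of two replicates passes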;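 also: firefly luciferase signal divided by Alamar Blue viability fluorescence both relative to DMSO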
PglD DTNB = inhibitors of Campylobacter jejuni PglD acetyltransferase | purified PglD enzyme, DTNB colorimetric CoA detection | inhibition, % at 12.5 µM | actives 0.098% (n = 360,000) | AID 602405; in the data active = inhibition above about 16%, passing the limit was not always enough; inconclusive = no clear call, values can overlap the other calls; also: strong numbers were not always called active
ERAP1 HTS inh = ERAP1 (human) enzyme inhibition; AID 652197; recombinant ERAP1, Leu-AMC fluorescence, 60 min; Q9NZ08; actives 0.15% (n = 340,000); inhibition, % at 10.7 µM;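 active = mean replicate inhibition of at least 30%, or all replicates individually reaching that 30% level; inactive = mean below 30% and not every replicate reaching it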;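 also: 0% = neutral control wells and 100% = L-leucinethiol positive control wells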
Target sequence (Q9NZ08 whole entry, looked up): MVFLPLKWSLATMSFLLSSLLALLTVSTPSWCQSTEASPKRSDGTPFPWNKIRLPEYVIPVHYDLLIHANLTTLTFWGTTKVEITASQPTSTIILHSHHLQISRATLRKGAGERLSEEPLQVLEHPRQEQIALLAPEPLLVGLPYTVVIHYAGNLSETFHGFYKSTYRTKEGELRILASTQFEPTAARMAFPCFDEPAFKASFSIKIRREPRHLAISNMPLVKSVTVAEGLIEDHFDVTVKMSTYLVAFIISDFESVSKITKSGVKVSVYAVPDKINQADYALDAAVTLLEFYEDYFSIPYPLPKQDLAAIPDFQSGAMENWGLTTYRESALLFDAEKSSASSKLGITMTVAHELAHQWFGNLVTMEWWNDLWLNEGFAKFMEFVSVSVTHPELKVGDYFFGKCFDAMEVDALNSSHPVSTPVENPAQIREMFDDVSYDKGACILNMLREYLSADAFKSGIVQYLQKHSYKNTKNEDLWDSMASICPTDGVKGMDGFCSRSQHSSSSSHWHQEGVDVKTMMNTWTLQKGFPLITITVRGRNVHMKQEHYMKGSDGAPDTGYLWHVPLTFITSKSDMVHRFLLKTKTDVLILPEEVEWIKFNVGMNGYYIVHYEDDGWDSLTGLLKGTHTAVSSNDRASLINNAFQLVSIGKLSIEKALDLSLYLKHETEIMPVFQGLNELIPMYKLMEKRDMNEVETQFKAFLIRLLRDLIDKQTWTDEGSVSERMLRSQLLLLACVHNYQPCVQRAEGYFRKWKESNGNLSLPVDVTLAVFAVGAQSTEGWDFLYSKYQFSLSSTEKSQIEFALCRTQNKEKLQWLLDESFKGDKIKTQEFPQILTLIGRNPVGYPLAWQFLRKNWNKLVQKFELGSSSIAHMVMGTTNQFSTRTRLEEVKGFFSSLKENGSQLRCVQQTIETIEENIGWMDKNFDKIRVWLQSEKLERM
FN deposit inh = fibronectin deposition inhibition. actives 0.086% (n = 350,000). AID 743247. AH1F fibroblasts, Alexa488-fibronectin deposition fluorescence, overnight. inhibition, % at 12.6 µM;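 active = mean inhibition across replicates of 30% or more, regardless of how many single replicates reach that level; inconclusive = mean under 30% yet at least half of replicates reach 30%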;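 also: positive control wells lacked labelled fibronectin entirely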
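Assay system: AH1F fibroblasts / Quantity: 10000 cells per well / Medium: DMEM plus 2% serum, read in PBS / Reagent: labelled fibronectin 24 nM / Dosing: single dose, pinned / Times: 1 h cell attachment, overnight exposure to compound and label / Signal: fluorescence, ex 485 nm, em 525 nm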
* = called active by the depositor; u = inconclusive; x = no result given. Hits appear at their usual frequency; 2.1% or so of the library scored in one or more.

compound,LGR2 antag,S100A4 inh HTS,EWS-Fli block,ERAP1 HTS inh,PGC1a acetyl inh,PAX8 reporter,FN deposit inh,PglD DTNB
O=C(CC[C@H]1O[C@@H](n2ccc(=O)[nH]c2=O)[C@H](O)[C@@H]1O)N[C@H](Cc1ccccc1)C(=O)NCc1ccc2c(c1)OCO2,-11,-2,4,0,-10,-20,-35,-3
CCOc1cc2c(cc1OCC)C(c1ccc(OC)c(OC)c1)N(c1ccc(C(=O)O)cc1)C(=O)C2 (stereo unspecified),-19,-1,-36,1,x,-3,-1,-6
O=[N+]([O-])c1ccccc1Oc1ccc(Cl)c2cccnc12,9,-4,-24,1,3,-24,2,x
O=S(O)OC1CS(=O)(=O)CC1c1ccccc1 (stereo unspecified),-3,0,4,-2,11,-32,-5,4
OC[C@H]1[C@H](c2ccc(-c3ccccc3F)cc2)[C@H]2CN(Cc3cccnc3)CCCCN21,17,3,x,0,3,-26,x,7
CC1(C)Cc2nc(Cl)c(C#N)cc2CO1,-6,6,-2,-3,4,-13,3,-1
CC1=CC(C)C(C(=O)O)C(C(=O)Nc2cccnc2)C1 (stereo unspecified),11,-1,-38,1,1,11,8,x
COC(=O)C[C@@H]1C[C@@H]2c3cc(NC(=O)c4cccnc4)ccc3O[C@@H]2[C@@H](CO)O1,3,-1,1,-1,-2,2,-15,-2
Cc1ccc(NC(=O)c2sc3ncnc(N4CCN(c5ccccn5)CC4)c3c2C)c(C)c1,-4,2,0,-1,x,28,-15,-1
O=C(NC1CCCC1)C(c1ccccc1)n1c(-c2cccs2)nc2ccccc21 (stereo unspecified),14,1,-7,-1,x,-12,3,x
CN(C)/N=C/c1cc(Cl)cc([N+](=O)[O-])c1O,-2,-3,-9,2,x,-6,4,-3
CC(C)OCCCNC(=O)C(C)Oc1ccccc1 (stereo unspecified),-23,7,13,1,-19,x,x,3
COc1ccc(OC)c(/C=N/NC(=O)C(=O)NCc2cccnc2)c1,-1,2,3,2,-10,-4,0,x
O=C(CN1C(=O)NC(CCc2ccccc2)C1=O)NC1CC1 (stereo unspecified),-24,1,1,4,x,-11,16,x
O=C(Nc1ccc(Br)cc1)N1CCc2ccccc2C1,-68,-1,-115,3,-2,-229,x,2
Cc1cc(N2CCC(C)CC2)c(F)cc1[N+](=O)[O-],0,x,x,x,-4,x,5,3
CN1CCN(C2CN(Cc3cn(Cc4ccccc4C(F)(F)F)nn3)S(=O)(=O)C2)CC1 (stereo unspecified),-10,1,-9,-3,5,-7,x,-5
N#C/C(=C\c1ccccc1)c1ccccn1,-11,8,-80,1,x,-52,3,x
CO[C@H]1CN(C)C(=O)c2cc(NS(C)(=O)=O)ccc2OC[C@@H](C)N(CCC(F)(F)F)C[C@H]1C,19,-4,3,1,0,x,-11,1
CC(C)(Oc1ccc(Cl)cc1)C(=O)OCn1nnc2ccccc2c1=O,0,1,-9,-2,-7,-1,5,-3
CCCNC(=O)N(C)C[C@H]1Oc2cc(C#CCC(C)C)ccc2S(=O)(=O)N([C@H](C)CO)C[C@H]1C,-2,9,8,0,-2,x,x,3
COc1cccc(-n2c(SCC(=O)NCC3CCCO3)nc3c(c2=O)SCC3)c1 (stereo unspecified),13,2,4,1,-3,2,3,2
O=C(NCCc1ccccc1)C1CC1,-11,-7,-2,-3,-2,7,8,-1
CC(C)C#Cc1cnc2c(c1)C(=O)N([C@@H](C)CO)C[C@H](C)[C@@H](CN(C)C(=O)c1ccc3c(c1)OCO3)O2,4,2,5,-2,-2,x,-10,0
Cc1ccc(S(=O)(=O)N(C)C[C@H]2OCCCC[C@@H](C)Oc3ccc(NC(=O)Nc4cccc5ccccc45)cc3C(=O)N([C@@H](C)CO)C[C@@H]2C)cc1,7,-12,-7,-1,5,18,-2,2
C[C@@H]1CN([C@@H](C)CO)S(=O)(=O)c2ccc(C#Cc3cccc(F)c3)cc2O[C@@H]1CN(C)C,-12,3,9,3,-18,x,9,2
CC(=O)c1cccc(-c2ccnc3c2CC(C(=O)NCC2CC2)O3)c1 (stereo unspecified),-3,0,16,1,-58,12,0,1
C[C@H](CO)N1C[C@H](C)[C@H](CN(C)C(=O)Nc2ccc(C(F)(F)F)cc2)OCCCC[C@H](C)Oc2ccc(NS(=O)(=O)c3ccc(F)cc3)cc2C1=O,-5,-1,6,-3,7,72*,-1,3
CCOC(=O)C1(Cc2ccc(O)cc2)NC(c2ccccc2F)C2C(=O)N(C)C(=O)C21 (stereo unspecified),x,x,x,x,9,-13,-1,-1
O=C1c2ccccc2CN1c1ccccc1,-31,4,-115,0,7,-165,-9,2

Further compounds.
compound,LGR2 antag,S100A4 inh HTS,EWS-Fli block,ERAP1 HTS inh,PGC1a acetyl inh,PAX8 reporter,FN deposit inh,PglD DTNB
CCN(C(=O)c1cccs1)C1CCS(=O)(=O)C1 (stereo unspecified),-8,-5,-3,-1,14,7,-9,3
CCOC(=O)CSc1nc(C2CC2)cc(-c2ccc(F)cc2)c1C#N,x,x,x,x,0,-18,3,5
O=C(NCCCCCCNC(=O)OCc1ccccc1)OCc1ccccc1,-7,-2,-7,5,-3,-97,x,6
Cn1cc(CN2CCC(n3nccc3NC(=O)c3ccc4c(c3)OCO4)CC2)cn1,-3,-2,6,1,-17,4,3,-1
COc1ccc(C2=NO[C@@H]3C(=O)N(Cc4ccccc4)C(=O)[C@H]23)c(OC)c1,4,-2,7,1,-3,-3,0,0
Cc1ccc(S(=O)(=O)Nc2ccc3c(c2)CC(=O)N([C@H](C)CO)C[C@@H](C)[C@@H](CN(C)Cc2ccncc2)O3)cc1,11,2,6,1,1,6,x,-2
CC(=O)Nc1ccc(Nc2ccc(S(=O)(=O)C(F)(F)F)cc2[N+](=O)[O-])cc1,-4,0,-3,2,58,0,x,1
Cn1cc(Cl)c(C(=O)Nc2cnn(Cc3ccc(F)cc3)c2)n1,-26,2,-9,2,-1,36,8,4
C[C@@H]1CCCCO[C@H](CN(C)C(=O)CCCN(C)C)[C@@H](C)CN([C@@H](C)CO)C(=O)c2cc(NC(=O)Nc3ccc(F)cc3)ccc2O1,-6,8,-13,-5,-3,-5,x,8
Fc1cccc(CSc2ncnc3c2oc2ccccc23)c1,x,x,x,x,10,11,-2,-3
CC(C)CC#Cc1ccc2c(c1)O[C@H](CN(C)C(=O)c1cccnc1)[C@@H](C)CN([C@H](C)CO)S2(=O)=O,-5,-4,-1,-1,-10,x,x,-38
COC(=O)c1ccc(CN2CCN(CC=C(C)C)C(CCO)C2)cc1 (stereo unspecified),-30,6,10,0,1,-10,-1,x
C[C@@H]1CCCCO[C@H](CN(C)Cc2ccc(C(=O)O)cc2)[C@@H](C)CN([C@@H](C)CO)C(=O)c2cc(NS(C)(=O)=O)ccc2O1,16,-18,-3,1,-4,14,x,0
CC(NC(=O)CN(C)S(=O)(=O)c1ccc(F)cc1)C1CC2CCC1C2 (stereo unspecified),5,-3,-1,0,x,-9,0,-4
COc1ccccc1NC(=O)C/C(C)=N/NC(=O)c1ccccn1,10,-4,-20,6,x,-78,-4,2
CCOc1ccc(NC(=O)COC(=O)COc2cccc3c2OC(C)(C)C3)cc1,-4,-1,-3,-7,5,x,-3,2
O=[N+]([O-])c1cc([N+](=O)[O-])c(Oc2cc(F)cc(F)c2)cc1NN1CCCCC1,-9,4,7,2,-5,-6,-12,-5
CO[C@@H](CN(C)S(=O)(=O)c1ccccc1)[C@H](C)CN(C(=O)Nc1ccccc1F)[C@H](C)CO,-21,1,-19,0,1,x,-1,-1
O=C1N(CCS(=O)(=O)c2ccccc2)Cc2ccccc2[C@@H]2OC(c3ccc(OCCCO)cc3)=N[C@]12CCS(=O)(=O)c1ccccc1,x,12,16,-5,-12,4,x,1
O=C([C@@H]1[C@@H](CO)[C@@H]2Cn3c(ccc(-c4ccccc4F)c3=O)[C@@H]2N1CC1CC1)N1CCCCC1,25,1,4,0,x,x,x,0
O=S(=O)(NCc1ccccn1)c1ccc2ccccc2c1,-10,-5,-9,-1,x,-27,3,1
O=Cc1c(N2CCCCC2)nc2ccccn2c1=O,23,4,18,0,10,-4,5,-4
CCOc1ncccc1C(=O)Nc1cc2c(cc1Br)OCCO2,-30,-3,-6,0,-11,-55,4,-6
Cn1c(N)c(S(=O)(=O)NCc2ccccc2)c(=O)n(C)c1=O,0,5,9,-5,12,-8,8,-1
C[C@H]1CCCCO[C@@H](CN(C)Cc2ccc(C(F)(F)F)cc2)[C@@H](C)CN([C@@H](C)CO)C(=O)c2cc(NS(C)(=O)=O)ccc2O1,17,x,10,x,-2,2,x,0
CC1CCN(C(=O)c2[nH]cnc2C(=O)N[C@@H](C)C(=O)OCc2ccccc2)CC1,1,138*,-4,x,-4,2,22,-6
COc1cccc(CN(C)C(=O)c2csc3c2CCCC3)c1OC,7,-2,-15,-1,15,14,-10,-2
O=C(c1ccc(F)cc1)N1CCCCN2[C@H](CO)[C@H](c3ccc(-c4ccc(F)cc4)cc3)[C@H]2C1,x,-4,-11,2,9,21,x,-4
Cc1ccc(C(=O)NC(C)c2nnc(SCC(=O)NC3CCCC3)n2C)cc1 (stereo unspecified),2,2,3,30,x,3,x,-2
CN(C)CCN(Cc1ccccc1)S(=O)(=O)c1ccc(-c2ccc(=O)[nH]n2)s1,8,-13,x,-2,12,13,11,0

The list goes on:
compound,LGR2 antag,S100A4 inh HTS,EWS-Fli block,ERAP1 HTS inh,PGC1a acetyl inh,PAX8 reporter,FN deposit inh,PglD DTNB
CC(C)(C)Nc1nc(Cl)nc(Nc2ccccc2)n1,-50,9,-77,-2,17,-82,-5,-2
CN(C)C(=O)[C@H]1[C@H](CO)[C@H]2Cn3c(ccc(-c4cccc(F)c4)c3=O)[C@H]2N1C(=O)c1cnccn1,2,17,-24,3,x,x,x,-1
NC(=O)N/N=C/c1c(Sc2nnnn2-c2ccccc2)nc2ccccn2c1=O,u,0,4,0,-4,42,-1,x
O=C(Nc1ccccc1OC(F)F)C1CCCN1C(=O)c1cccs1 (stereo unspecified),-7,-6,-3,14,x,5,-4,x
CCOC(=O)c1cn(Cc2cccc(Cl)c2)nn1,-1,-3,5,-2,-2,41,1,4
O=C(Nc1ccccc1)c1cc(C2CCCCN2S(=O)(=O)c2ccc(F)cc2F)on1 (stereo unspecified),-14,3,-5,-2,2,-8,5,-5
CCC(=O)Nc1nnc(SCC(=O)Nc2ccc(F)cc2)s1,x,x,x,x,-1,19,0,-1
CC1(C(=O)NS(=O)(=O)c2cccc(OC(F)F)c2)CCN1C(=O)CC(c1ccccc1)c1ccccc1 (stereo unspecified),-3,-27,6,-2,2,11,4,-1
O=C(COC(=O)COc1ccc(Cl)cc1)Nc1ccc2c(c1)OCCO2,-4,0,-6,-3,2,-6,-9,-2

Ordered by molar mass (lowest first): part of the list above
compound,LGR2 antag,S100A4 inh HTS,EWS-Fli block,ERAP1 HTS inh,PGC1a acetyl inh,PAX8 reporter,FN deposit inh,PglD DTNB
CC(C)(C)Nc1nc(Cl)nc(Nc2ccccc2)n1,-50,9,-77,-2,17,-82,-5,-2
O=[N+]([O-])c1ccccc1Oc1ccc(Cl)c2cccnc12,9,-4,-24,1,3,-24,2,x
Cc1ccc(S(=O)(=O)N(C)C[C@H]2OCCCC[C@@H](C)Oc3ccc(NC(=O)Nc4cccc5ccccc45)cc3C(=O)N([C@@H](C)CO)C[C@@H]2C)cc1,7,-12,-7,-1,5,18,-2,2
